# 5-HT1A blocker – 5-HT1a (human) receptor antagonism. 62,000 tested, 0.68% active. inhibition, % at 10 µM. P08908. CHO 5-HT1a Ga15 NFAT-bla reporter, antagonist mode;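 active = inhibition above the mean of all tested compounds plus 3 SD, cut at about 43% in these data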;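 also: receptor stimulated by 5-CT agonist at 100 nM near EC80; beta-lactamase reporter measured by ratiometric fluorescence of a cleavable substrate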
# Target sequence (P08908 whole entry, looked up): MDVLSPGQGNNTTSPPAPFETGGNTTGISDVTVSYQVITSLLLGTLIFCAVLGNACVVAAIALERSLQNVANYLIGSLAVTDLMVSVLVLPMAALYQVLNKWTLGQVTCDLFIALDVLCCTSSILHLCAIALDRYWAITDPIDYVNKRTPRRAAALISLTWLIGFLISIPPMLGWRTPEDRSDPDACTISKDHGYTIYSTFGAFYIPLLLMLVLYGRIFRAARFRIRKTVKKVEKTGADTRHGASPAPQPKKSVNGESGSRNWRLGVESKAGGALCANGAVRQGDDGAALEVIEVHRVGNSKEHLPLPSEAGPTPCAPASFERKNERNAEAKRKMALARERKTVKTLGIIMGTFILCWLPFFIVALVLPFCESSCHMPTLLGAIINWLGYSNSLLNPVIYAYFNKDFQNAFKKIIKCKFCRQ
# S1P1 ag-PAM – activates or potentiates agonism at human S1P1 receptor; P21453; S1P1 CRE-bla cells, forskolin, beta-lactamase FRET, potentiator mode; S1P1 agonist co-added at EC20, 2 nM; 100% = saturating reference agonist, 0% = basal; activation, % at 9.5 µM; 56,000 tested, 0.57% active; AID 449;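 active = activation above a cutoff set at the mean activation of all tested compounds plus 3 SD, cut at about 54% in these data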;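 also: forskolin at 4 µM as EC80 and the EC20 agonist is SEW2871; 100% = SEW2871 at its EC100 plus forskolin at EC80; some compounds past the cut are filed as inactive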
# MMP-13 inhibitor – blocks human MMP13 activity | inhibition, % at 4 µM | MMP-13 fTHP FRET cleavage, Mca fluorescence | P45452 | 65,000 tested, 0.07% active;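 active = inhibition above the mean of compound-free control plate wells plus 3 SD, cut at about 14% in these data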;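 also: 0% = DMSO wells and 100% = wells with reference MMP-13 inhibitor after basal subtraction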
# Fluor 339 460 – intrinsic fluorescence of library compounds, ex339/em460 – biochemical, MLSMR library, data from DPM-DC assay, artefact control, profiling panel | compound autofluorescence, ex339/em460 nm, NADH buffer; stronger effect = higher value; 1 = no-compound wells, NADH background | fluorescence fold increase at 10 µM | 65,000 tested, 5.5% active;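 active = at 10 µM, mean starting fluorescence two-fold or more over control wells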;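 also: signal is the first read of a kinetic run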
# 5HT1E antag – antagonists of human 5-HT1E serotonin receptor; AID 571; 65,000 tested, 0.99% active; inhibition, % at 6 µM; CHO 5-HT1E Ga15 NFAT-bla reporter, FRET, antagonist; P28566;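 active = inhibition above a set limit, the mean inhibition across every tested compound plus 3 SD, cut at about 29% in these data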;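 also: signal is the 460 over 535 nm emission ratio of beta-lactamase substrate; 0% = agonist plus DMSO wells and 100% = wells without agonist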
# HTR1E agonist – 5-HT1E (human) receptor agonism; P28566; CHO 5-HT1E Ga15 NFAT-bla reporter, FRET; 0% DMSO wells, 100% control agonist wells; activation, % at 6 µM; 65,000 tested, 0.69% active;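 active = activation above a set limit, the screen-wide mean activation plus 3 SD, cut at about 8.5% in these data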;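 also: 100% = positive control agonist at 1 µM giving full maximal response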
# A340 absorber – absorbance at 340 nm; 65,000 tested, under 10 active; AID 708; fold change at 10 µM; compound absorbance at 340 nm, fold over control;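 active = at 10 µM dose, initial 340 nm absorbance at least 2 fold that of control wells; inactive = change under 2 fold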;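 also: initial absorbance extrapolated from kinetic A340 decline of NADH oxidation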
# S1P3 ag – activates the human S1P3 receptor. Q99500. S1P3 NFAT-BLA reporter cells, agonism, FRET ratio; relative to 1 µM S1P, basal subtracted. activation, % at 4.5 µM. 60,000 tested, 0.1% active. AID 373;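 active = activation above the screen-wide mean plus 3 SD, cut at about 4.5% in these data, passing the limit was not always enough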; also: some compounds called inactive have numbers as strong as hits
# Target sequence (Q99500 whole entry, looked up): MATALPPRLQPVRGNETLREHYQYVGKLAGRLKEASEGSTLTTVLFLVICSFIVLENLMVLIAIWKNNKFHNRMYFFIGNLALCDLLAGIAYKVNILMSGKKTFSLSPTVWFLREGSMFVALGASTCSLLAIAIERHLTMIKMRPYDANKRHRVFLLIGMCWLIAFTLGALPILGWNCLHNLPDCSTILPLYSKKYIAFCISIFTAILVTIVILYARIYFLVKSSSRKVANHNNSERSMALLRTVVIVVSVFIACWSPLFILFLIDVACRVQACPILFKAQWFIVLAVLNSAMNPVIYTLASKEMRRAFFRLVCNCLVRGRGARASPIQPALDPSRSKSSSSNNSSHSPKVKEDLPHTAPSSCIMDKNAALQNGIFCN
#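 material = human S1P3 NFAT-BLA reporter CHO cells | schedule = 4 h compound at 37 °C, 2 h substrate at RT | measured by = fluorescent BLA substrate, ex 405 nm, em 460/535 nm ratio | controls = 1 µM S1P reference | replication = primary once, confirmation triplicate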
# Her2 expr inh – lowers expression of human Her2 kinase; SKBR-3 HER2 protein level, AlphaScreen, 18-24 h; stronger effect = lower value; HER2 level % of control, % at 10 µM; 65,000 tested, 0.69% active; AID 645;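 active = HER2 level under 5% of the carrier-only control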;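 also: 100% = DMSO carrier and 0% = 500 nM PU-H71 HSP90 inhibitor; lower value means stronger loss of Her2 protein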
# * marks the source's active call; other numbers are inactive results; nt = no result given; [ ] = another dose, or the depositor's remark. Rows are unselected, and some 8.5% of all compounds hit somewhere here.
SMILES,5-HT1A blocker,S1P1 ag-PAM,MMP-13 inhibitor,Fluor 339 460,5HT1E antag,HTR1E agonist,A340 absorber,S1P3 ag,Her2 expr inh
CCOC(=O)CNc1ccc2c(c1)OCO2,6,nt,-6,1.1,-1,-0.2,1,0.5,111
CCC1(C)Cc2ccccc2-c2nc3n(c(=O)c21)CCCCC3 (configuration not stated),0,nt,7,1.1,0,-0.3,1.1,nt,76
CC(=O)c1c(NCCc2ccccc2)cc(C)oc1=O,-14,nt,4,1.1,-2,0.0,1,3.3,124
O=C(NC(=O)c1cccc(OC(F)(F)C(F)F)c1)OC1CCS(=O)(=O)C1 (configuration not stated),-20,-14,-8,1.1,-13,0.7,0.95,0.5,114
O=C(CCN1C(=O)C2C3C=CC(C3)C2C1=O)NCCc1ccccc1Cl (configuration not stated),-24,19,1,1,4,-0.4,0.98,0.2,112
Cc1ccccc1-c1ccc(Nc2ccc(C(=O)N3CCOCC3)cc2)nn1,8,nt,1,1.1,-12,-0.2,1.1,nt,57
COC(=O)c1ccc(OCC(O)CN(CC(C)C)CC(C)C)cc1 (configuration not stated),8,23,5,1.1,4,-0.8,0.99,-1.1,84
O=C(Nc1ccc(Br)cc1)C1CCCN1S(=O)(=O)c1cccs1 (configuration not stated),12,nt,7,1.1,7,-1.7,1,nt,102
CCCCN(Cc1ccccc1)C(=O)C1CCCN(S(=O)(=O)c2cnc[nH]2)C1 (configuration not stated),-4,0,3,1.1,-10,0.5,1,0.0,85
CN(CC(=O)NC(=O)NCc1ccco1)Cc1nc2ccccc2c(=O)[nH]1,-6,3,4,1.1,14,-1.0,1,-0.2,-33*
CC1CCCN(c2nc3ccccc3nc2C(C#N)S(=O)(=O)c2ccccc2)C1 (configuration not stated),-4,nt,-10,1.3,3,0.7,1,nt,126
COc1ccc(Cn2nnnc2C(C(C)C)N(Cc2ccco2)Cc2cccs2)cc1 (configuration not stated),39,48,-3,1.2,17,-1.1,0.99,-2.3,84
c1cncc(Nc2nc(-c3ccncc3)cs2)c1,5,nt,0,1.2,6,-0.3,1.1,-0.1,146
CCNc1nc(NCC)nc(Oc2ccc(OCC)nn2)n1,0,-27,-6,1.1,-7,-0.6,1,-0.2,133
Cc1cc(NC(=O)CCC(=O)N(c2cccc(F)c2)C(C(=O)NC2CCCC2)c2ccncc2)no1 (configuration not stated),-4,-4,-4,0.99,0,-0.2,0.99,-0.1,97
COc1ccccc1C1(O)CCN(CC(=O)Nc2c(C)nn(C)c2C)CC1,-2,-14,-1,1.1,2,-1.3,1,-0.2,70
CCOC(=O)N1CCC(c2cc(=O)n3[nH]cc(C(=O)OC)c3n2)CC1,-6,0,-2,1.1,-8,0.5,0.98,-0.4,91
Cc1nc(CNS(=O)(=O)c2cccc(F)c2)cs1,9,-4,2,1,10,-0.4,0.95,-0.4,127
CCC(C)NC(=O)CN(c1cc(C)ccc1OC)S(C)(=O)=O (configuration not stated),-2,-3,0,1.1,-13,-0.7,1,-0.7,84
COc1cc(C2c3c(-c4cc(Cl)c(C)cc4O)n[nH]c3C(=O)N2Cc2cccnc2)ccc1O (configuration not stated),-12,-40,-7,1.1,-10,0.2,1,-0.8,84

# Taken from the listing for reference:
SMILES,5-HT1A blocker,S1P1 ag-PAM,MMP-13 inhibitor,Fluor 339 460,5HT1E antag,HTR1E agonist,A340 absorber,S1P3 ag,Her2 expr inh
Cc1nc(CNS(=O)(=O)c2cccc(F)c2)cs1,9,-4,2,1,10,-0.4,0.95,-0.4,127
CCC(C)NC(=O)CN(c1cc(C)ccc1OC)S(C)(=O)=O (configuration not stated),-2,-3,0,1.1,-13,-0.7,1,-0.7,84
COc1cc(C2c3c(-c4cc(Cl)c(C)cc4O)n[nH]c3C(=O)N2Cc2cccnc2)ccc1O (configuration not stated),-12,-40,-7,1.1,-10,0.2,1,-0.8,84

# Following part:
SMILES,5-HT1A blocker,S1P1 ag-PAM,MMP-13 inhibitor,Fluor 339 460,5HT1E antag,HTR1E agonist,A340 absorber,S1P3 ag,Her2 expr inh
O=P(O)(CP(=O)(c1ccccc1)c1ccccc1)c1ccccc1,-6,-7,3,1.1,-15,-0.1,1,-0.7,95
CSc1nc2sc3c(c2c2nncn12)CCC3,nt,-16,0,1,10,-0.1,1.1,1.8,69
CCOc1ccc(NS(=O)(=O)c2cc(Cl)ccc2OC)cc1,-5,-12,-6,1,11,-0.7,1,-0.6,116
CCOC(=O)c1ccc2ncc(C(=O)OCC)c(NCCN(C)C)c2c1,6,-27,-3,1.4,-1,1.1,1,2.4,84
CN1C(=O)CC(n2c(CO)nc3ccccc32)C1=O (configuration not stated),1,0,4,1.1,-1,-0.4,1,0.1,85
CCn1ncc(NC(=O)Nc2cccc(C(F)(F)F)c2)c1C(N)=O,15,nt,8,1.1,9,0.2,1,-0.8,118
COCC(=O)Nc1ccccc1C(=O)Nc1ccc(OC)cc1,16,-1,-8,1.1,4,-2.1,1,-0.4,116
Cc1ccnc(N2C(=O)OC(C)(C)C2(C)O)c1 (configuration not stated),-1,-12,4,1.1,9,-0.6,1,-0.7,112
Cc1ccc(CNC(=O)CS(=O)Cc2nc(-c3ccccc3C)oc2C)cc1 (configuration not stated),-4,-13,2,1.1,-9,0.0,1,-1.7,81
Cc1ccc(-n2nnnc2SCC(=O)NCCC2=CCCCC2)c(C)c1,-6,nt,3,1.1,5,0.9,1.1,nt,103
Cc1ccc(O)c(C(=O)c2cc(C#N)c(=O)n(CC3CCCO3)c2)c1 (configuration not stated),3,7,-6,1,-1,-0.4,1,-1.0,115
CCC(=O)Nc1c(C(=O)N2CCCCCC2)cnn1-c1ccc(C)c(C)c1,-10,nt,1,1.1,-3,-0.3,1,-0.1,80
C=CCn1c(N2C(=O)CC(Cc3ccccc3)C2=O)nc2ccccc21 (configuration not stated),3,nt,-1,1.1,-6,1.3,1,-0.5,96
COc1cccc(-c2nc(-c3ccccc3)no2)c1,12,nt,3,1.1,9,0.4,1,-0.4,54
CSc1nc(C)c(Cl)c(C)c1C#N,20,-1,9,1.1,-5,-0.6,1,0.4,83
O=C(NCc1cccnc1)NC1(C(F)(F)F)Oc2ccc(Cl)cc2O1 (configuration not stated),33,22,-2,1.1,4,0.0,1,-0.4,90
CN(C(=O)COC(=O)CNS(=O)(=O)/C=C/c1ccccc1)C1CCS(=O)(=O)C1 (configuration not stated),-2,11,-5,1.1,-15,1.6,1,0.3,118
CCC1(C)Cc2c(sc3nc4n(c(=O)c23)CCS4)CO1 (configuration not stated),nt,-13,2,1.1,-5,-0.6,1,-3.4,98
CCn1ncc(C2=NOC(C(=O)NCc3ccccc3)C2)c1C (configuration not stated),10,-9,1,1,37*,-2.4,0.99,-0.8,60
Cc1ccc(-n2nnnc2SCC(=O)N2CCc3ccccc3C2)cc1,-11,12,-1,1,-12,-0.2,1,0.7,96
CCOc1ccc2nc(N3CCC(C(=O)N4CCN(C5CCCCC5)CC4)CC3)sc2c1,-9,-8,-4,1,-10,0.3,1,-0.2,44
Fc1ccccc1CSc1nnc(Cn2cnc3ccccc32)n1-c1ccccc1,-8,-4,1,1.1,-7,-0.5,1,0.3,95
CCC(NC(=O)NC1=NCCS1)(C(F)(F)F)C(F)(F)F,nt,-1,2,1,-5,-0.8,1,-3.1,107
COc1ccccc1NC(=O)N1CCCC(c2nc3c(nnn3Cc3ccc(C)cc3)c(=O)[nH]2)C1 (configuration not stated),9,nt,7,0.98,1,1.5,1,nt,55
O=C(CN1C(=O)CSC1=O)Nc1ccc(F)c(F)c1F,-15,6,0,1.1,1,-0.7,0.98,0.6,158
Cc1ccc(Nc2nc(CSc3nnc(-c4cccs4)o3)cs2)cc1,-3,29,0,1.1,-2,-0.1,1,-1.0,136
O=C(c1csc2c1CCCC2)N1CCN(c2ccccc2)CC1,-8,1,2,1,-5,-0.8,0.98,0.2,103
O=C1C2ON(c3ccccc3)C(c3ccncc3)C2C(=O)N1c1ccc(Br)cc1 (configuration not stated),nt,0,3,1.1,-8,-0.4,1,-3.1,101
CCOC(=O)c1sc(=NC(=O)c2ccc(OC)c(OC)c2)n(C)c1C,-18,-7,5,1.6,-1,0.3,1.1,-1.5,77
CCOc1ccc(-n2cnnn2)cc1S(=O)(=O)NCCc1ccc(OC)c(OC)c1,-2,-8,1,1.1,-2,1.1,1.1,-0.2,60
COc1ccc(CCNC(=O)c2cc3sc(Cl)cc3n2C)cc1OC,1,1,-7,1,-2,0.7,0.98,0.5,73
COc1ccc(S(=O)(=O)NC(C)C(=O)Nc2ccccc2F)cc1 (configuration not stated),-10,-19,1,1.1,-4,-0.9,0.99,-1.0,99
Cc1nc2sccn2c1-c1csc(NCc2ccccc2)n1,7,113*,-4,1.2,-27,1.3,1.1,-1.0,79
Cn1c(NC(=O)c2cc(Cl)ccc2Cl)cc(=O)n(C)c1=O,-8,-26,4,1.1,-6,0.4,1,1.3,109
CCN(CC)c1ccc(NC(=O)C(C)C)cc1,4,nt,5,1.1,-11,0.9,1,-1.2,96
COc1cccc(N2CCN(C(=O)CN(C)S(=O)(=O)c3ccc4c(c3)CCC(=O)N4)CC2)c1,-9,5,3,1.1,7,0.4,1,-1.5,87
Cc1noc(NS(=O)(=O)c2ccc(NC(=O)c3cnc4scc(C)n4c3=O)cc2)c1C,-7,18,4,1.1,-8,0.9,1.2,-1.5,90
CCC(CC)NC(=O)c1n[nH]c(=O)c2ccccc12,-12,-12,1,1,4,0.2,1,0.0,92
CCCCS(=O)(=O)c1sc2nc3c(cc2c1N)CCCC3,-20,nt,-37,3.3*,11,0.3,1.1,0.0,84
Cc1csc(NC(=O)c2c(O)c3c(n(CC(C)C)c2=O)CCCC3)n1,-6,4,-1,1.2,-1,-0.1,1.1,-0.5,75
COc1cccc(COc2nc3c(c(=O)n(C)c(=O)n3C)n2C)c1,nt,7,-2,1.1,2,-0.1,1,-1.8,82
CCCSc1nc2c(cnn2-c2ccc(C)cc2)c(=O)[nH]1,-20,-31,-2,1.1,3,-1.3,1,0.0,33
COCCNC(=O)C1CC(=O)N(C2CCCCC2)C1 (configuration not stated),6,4,5,1.1,0,-0.3,1,-1.2,104
COc1nnc(-c2ccc(N3CCCCC3)c(N)c2)c2ccccc12,16,nt,2,1.2,-6,1.4,1.1,-1.0,77
Cc1cc(C)c2oc(=O)cc(CN3CCOCC3)c2c1,1,-17,3,1.1,5,0.0,1,-1.2,104
CCOC(=O)c1sc2nc(C)n(CC(=O)NCC3CCCO3)c(=O)c2c1C (configuration not stated),0,5,0,1.1,1,-0.3,1,-0.6,93
CCN1CCCC1CNC(=O)c1cc2c(-c3ccc(Cl)cc3)nn(C)c2s1 (configuration not stated),7,-55,-115[fluorescence artefact?],2.1*,-3,3.3,1.1,-0.7,83
CC(C)CC(C(=O)Nc1oc(-c2ccco2)c(-c2ccco2)c1C#N)N1C(=O)c2ccccc2C1=O (configuration not stated),3,16,1,1.1,1,-0.2,1.1,1.6,94
O=C(CN1CCOCC1)OCCCC1CCCCC1,-7,4,-2,1.1,-1,0.1,1,-1.0,112

# Assay outcomes (PubChem BioAssay)
